CendR NRP1 mod: alters CendR peptide binding to human NRP-1. 0.85% of 360,000 active. AID 602438. O14786. inhibition, % at 25 µM. FAM-RPARPAR peptide binding to NRP-1, fluorescence polarization;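 active = inhibition or corrected inhibition above about 18%, plus a signal ratio from 0.5 to 1.5, limit read from the data, passing the limit was not always enough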; also: strong numbers were not always called active
Target sequence (O14786 whole entry, looked up): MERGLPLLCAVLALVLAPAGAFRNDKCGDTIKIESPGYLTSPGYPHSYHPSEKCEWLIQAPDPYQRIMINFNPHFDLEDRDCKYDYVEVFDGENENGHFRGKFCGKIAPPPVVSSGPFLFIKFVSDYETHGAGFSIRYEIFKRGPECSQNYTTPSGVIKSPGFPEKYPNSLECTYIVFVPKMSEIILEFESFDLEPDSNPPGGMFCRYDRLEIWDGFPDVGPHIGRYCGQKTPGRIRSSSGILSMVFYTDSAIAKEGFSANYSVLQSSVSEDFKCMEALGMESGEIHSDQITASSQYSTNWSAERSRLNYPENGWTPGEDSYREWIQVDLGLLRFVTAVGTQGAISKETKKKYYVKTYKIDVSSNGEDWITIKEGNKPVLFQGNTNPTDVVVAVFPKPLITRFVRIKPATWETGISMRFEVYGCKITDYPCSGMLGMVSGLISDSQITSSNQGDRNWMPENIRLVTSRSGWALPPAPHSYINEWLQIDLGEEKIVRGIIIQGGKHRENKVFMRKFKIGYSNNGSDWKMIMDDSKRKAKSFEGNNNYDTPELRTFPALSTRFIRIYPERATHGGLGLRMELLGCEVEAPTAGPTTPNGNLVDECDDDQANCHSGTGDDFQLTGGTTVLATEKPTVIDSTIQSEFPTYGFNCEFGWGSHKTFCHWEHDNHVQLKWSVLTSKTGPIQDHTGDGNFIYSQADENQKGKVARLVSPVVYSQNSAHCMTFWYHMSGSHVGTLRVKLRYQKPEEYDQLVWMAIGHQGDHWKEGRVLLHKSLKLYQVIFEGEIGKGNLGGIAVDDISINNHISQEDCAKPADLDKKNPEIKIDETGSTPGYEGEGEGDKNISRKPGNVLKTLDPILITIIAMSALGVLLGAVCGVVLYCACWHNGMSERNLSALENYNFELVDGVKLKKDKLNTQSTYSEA
FAS TE block: inhibitors of human fatty acid synthase thioesterase domain | recombinant FAS-TE, OMFH fluorogenic substrate, fluorescence endpoint | 0.67% of 360,000 active | P49327 | inhibition, % at 15 µM;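 active = compounds whose normalised, plate-corrected inhibition of enzyme fluorescence in the single-dose primary screen is 50% or more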;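 also: 0% = DMSO with enzyme and 100% = substrate without enzyme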
eLon inh: inhibits E. coli Lon protease. P0A9M0. purified E. coli Lon protease, fluorescence polarization. inhibition, % at 7.94 µM. 0.42% of 360,000 active. AID 602123; in the data active = inhibition above about 13%, passing the limit was not always enough;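 also: 0% = enzyme with probe and DMSO and 100% = no enzyme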
PABP1 MLLE inh: inhibitors of microRNA-mediated deadenylation, human PABP1 MLLE binding. P11940. GST-MLLE / FITC-PAM2 fluorescence polarization. inhibition, % at 20 µM. 0.36% of 360,000 active. AID 588489; in the data active = inhibition above about 35%, passing the limit was not always enough;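 also: plate controls were DMSO wells with GST-MLLE for no effect and wells lacking GST-MLLE protein for full effect; some results filed as inactive read as strong as hits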
Rin1-Abl PPI inh: inhibitors of human Rin1-Abl protein interaction | 0.4% of 360,000 active | inhibition, % at 7.35 µM | P00519+Q13671 | AID 588664 | TR-FRET Rin1/Abl binding, biochemical; in the data active = inhibition above about 5%, passing the limit was not always enough
MT1-MMP act inh: MT1-MMP (human) activation inhibition. P50281. HT1080 RFP-PRO-GFP cells, GFP/RFP ratio fluorescence, overnight; percent of plate control window, DMSO zero. GFP/RFP ratio change, % at 20 µM. 0.061% of 360,000 active. AID 651647;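 active = GFP/RFP ratio change of at least 30% with cell ATP level not reduced by more than half and red fluorescence within 50% of control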; also: strong numbers were not always called active
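Material: RFP-PRO-GFP reporter HT1080 cells. Dosing: single-point 20 µM compound, 1% DMSO. Controls: DMSO and RFP-L50D-GFP cell wells. Timing: cells overnight before dosing, compound overnight, 37 °C, 5% CO2. Measure: GFP/RFP fluorescence ratio.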
SKN-1 inh: inhibitors of C. elegans SKN-1; C. elegans VP596 Pgst-4::GFP/RFP ratio, acrylamide-induced, 24 h; inhibition, % at 21.8 µM; 0.49% of 360,000 active;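 active = interference check ratio from 0.5 to 1.5 plus GFP to RFP signal ratio inhibition reaching or exceeding a fixed threshold, cut at about 30% in these data, passing the limit was not always enough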; also: some compounds called inactive have numbers as strong as hits
MsrA act: activators of bovine methionine sulfoxide reductase A | purified bovine MsrA, absorbance read-out | 0.3% of 360,000 active | AID 602163 | activation, % at 10.6 µM; in the data active = activation above about 7.5%;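 also: 0% = vehicle and 100% = reference activator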
Neddylation inh: inhibitors of human cullin neddylation; TR-FRET cullin neddylation, biochemical; P61081+Q13564; calls only at 25 µM; 0.58% of 360,000 active; AID 651699; in the data active = inhibition above about 36%
* marks the source's active call; other numbers are inactive results; i = inactive; . = not tested or not shown.

SMILES	CendR NRP1 mod	FAS TE block	eLon inh	PABP1 MLLE inh	Rin1-Abl PPI inh	MT1-MMP act inh	SKN-1 inh	MsrA act	Neddylation inh
Nc1c(N(CCO)C(=O)/C=C/c2ccco2)c(=O)[nH]c(=O)n1Cc1ccccc1	-10	-2	4	-4	1	-9	1	-3	i
CC1CN=C2C(C(=O)Nc3ccccc3)=C(O)CC(c3ccccc3)N21 (centres undefined)	-2	17	-5	-8	4	-31	2	1	i
COCC(=O)N/N=C/c1c(C)[nH]n(-c2ccccc2)c1=O	0	0	-7	-4	4	7	7	-5	i
CC1(C)CC(NS(=O)(=O)OCC(Cl)(Cl)Cl)c2cc(C#N)ccc2O1 (centres undefined)	-4	16	-8	2	2	0	-9	-11	i
O=C(CCc1ccc(S(=O)(=O)N2CCOCC2)cc1)NCCCN1CCCC1=O	0	-7	2	8	0	3	13	-6	i
Cc1cc(=O)oc2cc(O)c(N=Nc3ccccc3)cc12	7	-1	-4	-2	-2	5	0	-1	i
CCOC(=O)N1CCN(C/C(C)=C/c2ccccc2)CC1	-1	0	-7	1	5	5	9	-3	i
CC(C)c1cc(=O)[nH]c(N2CCN(Cc3ccc4c(c3)OCO4)CC2)n1	3	-5	8	14	3	2	3	-6	i
CS(=O)(=O)N(Cc1ccc(C(=O)NN=C2CCCC2)cc1)c1ccccc1	0	-6	-6	10	-1	6	3	-5	i
OCC(Cc1ccccc1)NCc1ccccc1C(F)(F)F (centres undefined)	-2	-3	9	1	-2	0	12	-3	i
COc1ccc(N2CCN(C(CNC(=O)COc3ccccc3)c3ccco3)CC2)cc1 (centres undefined)	-2	2	-3	1	2	1	7	-1	i
O=C(Nc1ccc(Cl)cc1C(=O)c1ccccn1)c1ccccc1	3	0	1	6	2	3	-9	-3	i
C=C(CC1([C@@H](NP(=O)(c2ccccc2)c2ccccc2)[C@H]2C[C@@H]2CCCC)CC1)c1ccccc1	10	26	-13	-8	1	-31	10	0	i
O=C(CP(=O)(c1ccccc1)c1ccccc1)Nc1nc2ccccc2s1	-9	0	-4	-19	-2	-2	3	-1	i
CC(C)CCNC(=O)CN(C(=O)CCC(=O)Nc1ccccn1)c1ccc(F)c(Cl)c1	-6	9	8	0	3	-1	6	-10	i
Cc1ccc(CN2CN(S(=O)(=O)c3cccs3)c3nc4ccccc4nc32)cc1	11	10	0	6	-4	-5	7	1	i
COc1ccc(CC(=O)Nc2cc(S(=O)(=O)N3CCCCC3)ccc2OC(C)C)cc1OC	-14	10	-5	-6	5	-1	-4	-2	i
COc1ccccc1C(=O)Nc1ccc2c(C)cc(=O)oc2c1	-2	0	0	6	0	1	4	-5	.
CCc1ccc(S(=O)(=O)N2CCCC(N3CCN(c4ccc(OC)cc4)CC3)C2)cc1 (centres undefined)	9	16	-2	-8	-4	-2	5	-2	i
CCOC(=O)N1CCC(Nc2c(NCCCN3CCN(CC)CC3)c(=O)c2=O)CC1	6	-7	-2	-1	3	-1	2	1	i
CN(C)C(=O)c1c(NC(=O)c2ccccc2)sc2c1CCC2	-7	-3	-5	2	-3	-1	16	-4	i
O=C(COc1ccc2c(c1)CCC2)N1CCc2ccccc21	3	10	-5	-16	5	-3	5	-8	i
Clc1cc(Cl)c2nc(N3CCCC3)sc2c1	3	17	8	10	-4	-2	37*	-2	i
Cc1coc2c1c(C)cc1oc(=O)c(CC(=O)NCC(=O)N[C@H](C(=O)O)C(C)C)c(C)c12	-3	-3	-7	-7	0	1	1	-3	.
CC#CC(=O)N1CCC(n2nccc2NC(=O)CCc2ccccc2)CC1	0	-6	3	1	-5	4	0	0	i
CS(=O)(=O)N(CC(=O)NCC1CCCO1)c1cccc([N+](=O)[O-])c1 (centres undefined)	-14	-3	-3	-8	2	0	-7	-1	i
Cc1cccc(NC(=O)c2ccc3c(=O)n4c(nc3c2)CCCCC4)n1	7	-2	-1	-7	1	-2	9	-3	i
Cc1ccc(-c2nn(-c3ccccc3)cc2C2CC(c3ccccc3)=NN2C(=O)CCC(=O)O)cc1 (centres undefined)	8	4	-4	10	-3	19	-2	-7	i
CC(C)(C)C(=O)NC(=S)Nc1sc2c(c1C(N)=O)CCC2	-10	-5	2	34	1	-2	4	-3	i
CCOC(=O)CNC(=O)Cn1cnc2ccc(S(=O)(=O)N3CCC(C)CC3)cc2c1=O	-6	-6	-3	-12	2	5	-12	-3	i
Cc1cc2cc(CNC(=O)CCC(=O)O)ccc2[nH]1	8	-7	7	3	-2	4	15	1	i
CCN(CC)S(=O)(=O)c1ccc2c(c1)oc(=O)n2CC(=O)N(C)C1CCCCC1	8	-2	13	16	-3	1	-18	-9	i
CC(C)(C)c1cc(NC(=O)C2(C)CCN2C(=O)c2ccccc2CCc2ccccc2)no1 (centres undefined)	-5	20	-10	1	-1	-1	15	3	i
Cc1cc(C(=O)OCC(=O)N2CC(C)OC(C)C2)c2ccccc2n1 (centres undefined)	-6	-8	1	-38	-1	-2	1	-3	i
CC(C)(C)S(=O)N1Cc2cc(C(=O)N3CCOCC3)nc(-c3cccc(Br)c3)c2[C@@H]1CCO (some centres undefined)	-18	-12	-16	0	-3	3	17	-5	i
CC(=O)NC1CC2CCCC(C1)N2C(=O)Nc1ccccc1C (centres undefined)	1	-2	-6	3	-2	1	-11	-6	i
C/C=C/C(=O)OCC(=O)Nc1ccc(F)cc1Cl	-23	-9	-8	-10	1	-3	-6	-8	i
COc1cccc(-n2c(C)n[nH]c2=O)c1	-3	-5	6	10	5	4	-1	-1	i
Cc1oc(-c2cccs2)nc1CS(=O)CC(=O)NCCCN1CC(C)CC(C)C1 (centres undefined)	4	-8	-6	10	-2	1	-13	-3	i
O=C(NCC(c1cccs1)N1CCOCC1)c1cnc(Cl)c(Cl)c1 (centres undefined)	15	1	-2	-1	3	2	-5	-4	i
CN(C(=O)CSc1nc2ccccc2n1C)C1CCS(=O)(=O)C1 (centres undefined)	4	-7	9	-17	1	-2	-11	-2	i
O=C(OCC(=O)N1CCOCC1)c1cccc(S(=O)(=O)Nc2ccc(F)cc2)c1	14	1	-1	-6	0	4	1	-9	i
CCc1ccc2c(CN(C)Cc3ccc(OC(F)F)c(OC)c3)cc(=O)oc2c1	10	25	-2	-8	0	-4	6	0	i
Cc1ccccc1CN1CCc2cc([N+](=O)[O-])ccc21	6	23	3	-12	1	1	18	-1	i
C[C@]12c3[nH]c4cc(-c5ccco5)ccc4c3CCN1C(=O)[C@@H](CC(=O)NCC13CC4CC(CC(C4)C1)C3)C[C@@H]2C(=O)N1CCOCC1	-7	28	5	-2	0	-5	-5	-5	.
COC(=O)c1cnc(Nc2nc(C(N)Cc3ccc(Cl)cc3)cs2)nc1C(F)(F)F (centres undefined)	1	-4	-11	12	-3	-1	19	-2	i
O=C(c1cc(-c2cccc(Cl)c2)on1)N1CCN(c2ccccc2)CC1	-5	21	4	1	2	-4	7	-5	i
CCn1cc(C(=O)N2CCN(c3ccc(OC)cc3)CC2)c(=O)c2cc(S(=O)(=O)N3CCOCC3)ccc21	-2	-2	-5	6	1	-4	11	-4	i
Cc1ccc(Cn2cc(S(=O)(=O)c3ccc(C(C)C)cc3)c(=O)c3cc4c(cc32)OCO4)cc1	4	11	0	4	0	-1	1	-6	i
CCC(C)NC(=O)c1ccc(CN2CCc3ccccc3C2)cc1 (centres undefined)	7	-5	3	-2	0	-1	1	-1	i
CC(C)CNC(=O)Cn1c(=O)c2c(ncn2CC(C)C)n(Cc2ccccc2)c1=O	0	-3	-1	5	3	4	1	-3	i
CCc1nnc2n1N=C(c1ccc(Cl)cc1Cl)CS2	10	0	-5	-2	2	2	16	0	i
CC(=O)Nc1ccc(-c2nc3ccccc3c(=O)o2)cc1	-9	0	2	10	1	0	18	-2	.
O=c1c2cc(N3CCOCC3)ccc2[nH]c(=S)n1CCN1CCCC1	-6	-10	-3	3	2	-6	-8	3	.
CC1CCN(CCCNC(=O)Cn2ncc3c([nH]c4ccccc43)c2=O)CC1	16	-8	1	-4	2	2	5	-6	i
Cc1ccccc1NC(=O)C1c2cccc[n+]2CC(=O)N1Cc1ccc2c(c1)OCO2 (centres undefined)	-5	-9	-13	-111	1	-6	-4	-5	i
COc1ccc2c(Cl)c(-c3nnc4n3CCCCC4)sc2c1	0	-10	6	-4	-2	2	3	0	i
O=C(NC(=S)N1CCCCC1CO)c1cc(Br)ccc1Cl (centres undefined)	13	-3	-2	24	1	2	2	-2	i
O=C(/C=C/c1ccc(Cl)cc1Cl)NCCSc1ccccc1	6	22	-11	2	-3	4	20	-2	i
O=C(COC(=O)c1ccc(Cl)nc1)NCc1ccco1	7	-1	-1	-3	0	-1	19	-2	i
Carrying on.
SMILES	CendR NRP1 mod	FAS TE block	eLon inh	PABP1 MLLE inh	Rin1-Abl PPI inh	MT1-MMP act inh	SKN-1 inh	MsrA act	Neddylation inh
S=c1nc(-c2ccc(Br)cc2)[nH]c2ccccc12	-19	1	0	25	-5	5	-8	-4	i
O=C(NCCN1CCN(C(=O)c2ccccc2Cl)CC1)C(=O)NCc1ccccc1	6	-6	-4	8	-2	1	9	7	i
CCOc1ccc(OCCC(=O)OCC(=O)Nc2cc(C)nn2-c2ccccc2)cc1	0	-3	0	7	4	-5	16	-3	i
C=CCC[C@@H](Cc1ccc(F)cc1)C(=O)OC[C@@H](NC(=O)[C@@H](CC=C)CC(=O)N[C@@H](CO)Cc1ccccc1)C(C)(C)C	13	9	13	1	3	-12	14	-1	i
Cc1ccn2cc(-c3ccc(NS(=O)(=O)c4ccccc4)cc3)nc2c1	18	-2	3	-4	-3	3	13	-3	i
O=C(COC(=O)c1ccc2c(c1)OCO2)NC1CCCCC1	-21	-1	7	0	0	0	24	1	i
Cc1cc(C)c(S(=O)(=O)NCCn2c(C)cc3ccccc32)c(C)c1	-3	1	-4	20	5	42	54	-3	i
Cc1ccc2nc(-c3cc(-c4ccccc4)no3)cn2c1	-2	3	-2	-13	-4	1	2	-3	i
Cc1ccccc1C(=O)NC1CCN(CC(=O)Nc2ccccc2)CC1	-4	-6	-1	3	2	0	-13	-9	i
Cc1ccc(NC(=O)CSCC(=O)NNC(=O)c2nn(C)c(=O)c3ccccc23)cc1	0	-4	4	9	1	1	15	1	i
COc1cc2c(cc1OC)CN(C(=O)c1ccc(S(=O)(=O)N3CCCC3)cc1)CC2	7	-3	-1	-4	-2	-1	-2	-3	i
C#CCOCCOCCOCCNc1nc(N2CCOCC2)nc(N2CCN(C(=O)[C@H](CCC(=O)O)n3cc(C(N)[C@H](C)CC)nn3)CC2)n1 (some centres undefined)	13	-6	5	3	4	-1	5	-4	i
CC1(C)Cc2nc(NCCCO)c(C#N)cc2CO1	4	-5	-8	9	4	-3	6	0	.
O=C(O)CN1CCN(c2ncc(C(F)(F)F)cc2Cl)CC1	10	-5	4	9	0	0	-16	-3	i
Cc1ccc(COn2c(-c3ccc(Cl)cc3)nc3ccc([N+](=O)[O-])cc32)cc1	-1	18	-7	24	-4	-4	31	-5	i

Ordered by formula weight (lowest first): 5 of the compounds above
SMILES	CendR NRP1 mod	FAS TE block	eLon inh	PABP1 MLLE inh	Rin1-Abl PPI inh	MT1-MMP act inh	SKN-1 inh	MsrA act	Neddylation inh
Cc1cc(C)c(S(=O)(=O)NCCn2c(C)cc3ccccc32)c(C)c1	-3	1	-4	20	5	42	54	-3	i
CCOc1ccc(OCCC(=O)OCC(=O)Nc2cc(C)nn2-c2ccccc2)cc1	0	-3	0	7	4	-5	16	-3	i
Cc1ccc(NC(=O)CSCC(=O)NNC(=O)c2nn(C)c(=O)c3ccccc23)cc1	0	-4	4	9	1	1	15	1	i
C=CCC[C@@H](Cc1ccc(F)cc1)C(=O)OC[C@@H](NC(=O)[C@@H](CC=C)CC(=O)N[C@@H](CO)Cc1ccccc1)C(C)(C)C	13	9	13	1	3	-12	14	-1	i
C#CCOCCOCCOCCNc1nc(N2CCOCC2)nc(N2CCN(C(=O)[C@H](CCC(=O)O)n3cc(C(N)[C@H](C)CC)nn3)CC2)n1 (some centres undefined)	13	-6	5	3	4	-1	5	-4	i
